Screening data from PubChem BioAssay.
Pf apPOL inh – Pf-apPOL DNA polymerase inhibition; Recombinant Pf-apPOL, molecular beacon fluorescence, 1.5 h; 210,000 tested, 0.25% active; AID 1794808; inhibition, % at 10 µM
mHTT CaM bind – disrupts binding of mutant huntingtin to calmodulin. P42858. AlphaScreen His-mHTT/GST-CaM binding, luminescence. inhibition, % at 15 µM. 190,000 tested, 3.6% active;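 note: 0% = both proteins with DMSO and 100% = one protein alone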
* marks the source's active call; other numbers are inactive results; i = inactive; . = no result given; & = joins results of further samples. Cut-off read from the data, not from the text of the source: active = inhibition above about 50%; inactive = the rest.

Start of the data: the first five compounds, ahead of the listing:
entry	SMILES	Pf apPOL inh	mHTT CaM bind
1	C=CCNC(=O)c1cc(=O)[nH]c2c(Cl)cccc12	-2	2
2	Cc1nc2cc(C(=O)O)ccc2n1C1CCCCC1	-6	-3
3	CCCNC(=O)c1ccc2c(c1)ncn2-c1cccc(C)c1	0	4
4	CCN1C(=O)CCC2(CNC(=O)c3ccc(OC)nc3)CCCC12 (centres undefined)	-4	0
5	COc1cc(Br)cc2cc(C(=O)OCc3ccccc3)c(=O)oc12	0	-1

All compounds of this part (from the top)
entry	SMILES	Pf apPOL inh	mHTT CaM bind
1	C=CCNC(=O)c1cc(=O)[nH]c2c(Cl)cccc12	-2	2
2	Cc1nc2cc(C(=O)O)ccc2n1C1CCCCC1	-6	-3
3	CCCNC(=O)c1ccc2c(c1)ncn2-c1cccc(C)c1	0	4
4	CCN1C(=O)CCC2(CNC(=O)c3ccc(OC)nc3)CCCC12 (centres undefined)	-4	0
5	COc1cc(Br)cc2cc(C(=O)OCc3ccccc3)c(=O)oc12	0	-1
6	CCCC(=O)N1CCc2c(c(C(=O)NCc3ccc(Cl)cc3)nn2C)C1	-10	84*
7	CCN1CCN(C(=O)C2CC(=O)N(Cc3ccc(F)cc3)C2)CC1 (centres undefined)	0	-2
8	Cc1cc(NS(=O)(=O)c2ccc(NC(=O)COc3ccc(C(C)C)c(C)c3)cc2)nc(C)n1	-4	33
9	Cc1cc(-c2ccccc2)nc(SCC(=O)O)n1	-5	-6
10	Cc1nccn1CCNC(=O)C(=O)Nc1ccc(OC(F)(F)F)cc1	-14	-7
11	O=C(C1COc2ccccc2O1)N1CCC(CCOc2ccccc2F)CC1 (centres undefined)	-2	-5
12	O=C(Nc1cccc(Cl)c1)c1ccccc1Cl	-4	8
13	O=C(CNC(=O)c1ccc(F)cc1)c1ccccc1	2	-6
14	COc1cc(-c2cc(C(=O)N3CCNC(=O)C3)[nH]n2)cc(OC)c1OC	2	-10
15	COc1ccc(C(=O)CSc2nnc(-c3ccco3)n2-c2ccccc2)cc1	-1	6
16	CCOC(=O)CC[C@H]1CC[C@]2(CCCN(Cc3cccc4ccccc34)C2)O1	-5	-2
17	O=c1[nH]cnc2c1ncn2COCCO	-5	.
18	COc1ccc(-c2c(C)c3cc(OS(C)(=O)=O)ccc3oc2=O)cc1	-26	-6
19	O=C(OCn1nnc2ccccc2c1=O)c1ccc(F)c(F)c1	5	-11
20	O=C(Nc1ccc(-c2nnc3n2CCCCC3)cc1)c1ccc(Br)o1	-1	3
21	CCCCCNC(=O)C1CCCN(c2nccnc2Oc2ccccc2)C1 (centres undefined)	-7	-4
22	CC1(C(=O)NCc2cccc(F)c2)CCCN(C(=O)CSc2ccccc2)C1 (centres undefined)	-1	2
23	O=c1[nH]c(SCc2nc3ccc([N+](=O)[O-])cc3[nH]2)nc2ccccc12	1&-8	25&28
24	CCOC(=O)c1nnc2cc(-c3cccs3)sc2n1	-4	.
25	N#Cc1cnc(-c2ccc(F)cc2)n(CC(=O)Nc2ccc(C(F)(F)F)cc2)c1=O	2	-17
26	Cc1ccc(-n2nc(C)c3sc(N4CCCN(C(=O)CCC(C)C)CC4)nc32)cc1	4	26
27	CCCn1cc(-c2nc(-c3cc(OC)c(OC)c(OC)c3)no2)c(=O)c2ccccc21	-8	32
28	COc1ccc(C2C(=C(O)c3ccccc3)C(=O)C(=O)N2CCO)cc1 (centres undefined)	2	-3
29	COc1cccc(NC(=O)CSc2nnc(CNC(=O)c3c(F)cccc3Cl)o2)c1	-2	0
30	Cc1ccc(C(=O)N2CCN(c3nc(C)nc(C)c3Cc3ccc(F)cc3)CC2)cc1	-1	40

(next part)
entry	SMILES	Pf apPOL inh	mHTT CaM bind
31	O=[N+]([O-])c1ccc(-c2noc(CCc3ccccc3)n2)cc1	-8	9
32	CC1CCN(S(=O)(=O)c2ccc(C(=O)O)cc2)CC1	-14	-3
33	Nc1cc(C2CCN(C(=O)Cc3ccccc3F)CC2)no1	5	-8
34	O=C(CN1CCN(C(=O)NCc2ccc(F)cc2)CC1)c1ccco1	-2	3
35	COc1ccc(CNC(=O)CCc2cn(Cc3ccccc3)c3ccccc23)c(OC)c1	-16	9
36	Nc1nc(-c2csc3ccccc23)cs1	-5	.
37	COc1ccc2cc(C(=O)Nc3ccccc3)c(=Nc3ccccc3F)oc2c1	-2	0
38	COc1ccc(-c2csc3c(=O)n(CC(=O)N4CCCCC4)cnc23)cc1	-4	-15
39	O=C(CCCN1C(=O)c2cccc3cccc(c23)C1=O)N1CCN(c2ccccc2)CC1	8	-3
40	C=CCSc1nnc2c(n1)OC(c1ccc(O)cc1)Nc1ccccc1-2 (centres undefined)	3	-2
41	Cc1ccc(S(=O)(=O)N2CCSC2c2ccccc2Cl)cc1 (centres undefined)	-5	-37
42	C(=C\c1ccccc1)/C=N/N1CCN(c2ccccn2)CC1	.	i
43	COc1ccc(C2C(C#N)=C(N)OC3=C2C(=O)CC(c2ccco2)C3)cc1O (centres undefined)	-5	8
44	C=CCC(C)(NC1CCCCC1)c1ccccc1 (centres undefined)	-7	.
45	O=S(=O)(Nc1ccc(Cn2cncn2)cc1)c1ccc2c(c1)CCC2	0	-1
46	COc1ccc(CNC(=O)c2cc3n(n2)CCCN(Cc2cccc(F)c2)C3=O)cc1	0	10
47	C=C(C)COc1ccc2c3c(c(=O)oc2c1C)CCC3	8	-4
48	CNC(=O)c1cc2cccc3c2n1CCS3	-6	2
49	CCCn1cnnc1C1CCCCN1S(=O)(=O)c1ccc(C#N)cc1 (centres undefined)	-2	1
50	CCc1onc(C)c1C1CCCN1C(=O)Nc1cccc(Cl)c1 (centres undefined)	-5	-3
51	CCS(=O)(=O)N1CCN(Cc2ccc(C)cc2)CC1	-6	0
52	Cc1nc2nc(SCC(=O)NC3CCCC3)nn2c(C)c1Cc1cccc(Cl)c1	1	4
53	OC(CN1CCOCC1)c1ccccc1 (centres undefined)	3&-8	.
54	O=C(Oc1ccccc1)Oc1ccccc1	-4	-13
55	O=C(Nc1ccc2c(c1)OCO2)c1ccc(Br)cc1	-1	0
56	N#Cc1ccnc(Oc2ccc(F)cc2F)c1	.	-8
57	CCOC(=O)COc1ccc2c(c1)OC(=Cc1cc(OC)ccc1OC)C2=O	-3	-14
58	COc1cc(-c2nc(C=Nc3cccc(Cl)c3)c(O)o2)cc(OC)c1OC	0	14
59	O=C(Nc1cccc(Cl)c1)C1CCN(c2nccnc2Oc2ccccc2)CC1	0	19
60	O=C(C1CC1)N1CCc2cc(Br)cc(S(=O)(=O)NC3CCCc4ccccc43)c21 (centres undefined)	-4	5

One compound at a time (already shown). Order of values: Pf apPOL inh	mHTT CaM bind
Listed for `Nc1cc(C2CCN(C(=O)Cc3ccccc3F)CC2)no1` : 5	-8
Listed for `CCOC(=O)COc1ccc2c(c1)OC(=Cc1cc(OC)ccc1OC)C2=O` : -3	-14
Listed for `C(=C\c1ccccc1)/C=N/N1CCN(c2ccccn2)CC1` : .	i
Listed for `O=C(Oc1ccccc1)Oc1ccccc1` : -4	-13

In another format: entries from further up.
#44 C=CCC(C)(NC1CCCCC1)c1ccccc1 (centres undefined)
  Pf apPOL inh: -7 | mHTT CaM bind: .
#45 O=S(=O)(Nc1ccc(Cn2cncn2)cc1)c1ccc2c(c1)CCC2
  Pf apPOL inh: 0 | mHTT CaM bind: -1

Remaining list, next part
entry	SMILES	Pf apPOL inh	mHTT CaM bind
61	CCc1c(C2CCN(C(=O)NCc3ccccc3)CC2)noc1N	-3	15
62	Cc1onc(-c2ccccc2)c1C(=O)N1CCN(C)CC1	-1	-1
63	O=S(=O)(c1ccc(F)c(F)c1)N(Cc1ccco1)CC1CCCO1 (centres undefined)	-3	-2
64	Cn1cc2c3c(cccc31)CN(C(=O)NC1CCCCC1)CC2	-3	-3
65	N#Cc1ccc(C2C3=C(CCCC3=O)Nc3nc(SCc4ccccc4)nn32)cc1 (centres undefined)	-6	7
66	CCOc1ccc(NC(=O)Nc2nnc(COc3ccc(F)cc3)s2)cc1	-4	0
67	COc1ccc(OC)c(C2=NOC(C(=O)NC3CCCC3)C2)c1 (centres undefined)	6	-6
68	CC(=O)N1CCc2cc(N3CC(C(=O)NCc4ccccc4)CC3=O)ccc21 (centres undefined)	-5	-4
69	COc1ccccc1NC(=O)C1=C(C)Nc2nnnn2C1c1ccc([N+](=O)[O-])cc1 (centres undefined)	-4	4
70	COc1ccc(Nc2ccc(N3C(=O)CC(C)C3=O)cc2[N+](=O)[O-])cn1 (centres undefined)	-15	12
71	COc1ccc(-c2cc3cc(OC)c(OC)cc3cn2)cc1OC	7	12
72	Cc1cc(C)c2c(=O)[nH]c(SCC(=O)O)nc2n1	-5	0
73	Cc1ccc(NC(=O)c2ccc3c(c2)N(S(C)(=O)=O)CC3)cc1C	3	-3
74	CN(C)CCCNC(=O)c1ccc2c(c1)N(S(C)(=O)=O)CC2	-3	-2
75	Cc1c(N=Cc2ccc(N3CCOCC3)cc2)c(=O)n(-c2ccccc2)n1C	1	-4
76	O=C(Nc1ccc(N2CCN(C3CCCC3)C2=O)nc1)c1ccc(F)c(F)c1	0	-3
77	Cc1ccc(S(=O)(=O)CCN(Cc2cccnc2)C(=O)c2ccccc2)cc1	-2	.
78	Cc1ccc(N=c2oc3ccc(Cl)cc3cc2C(=O)Nc2nccs2)cc1	-1	1
79	CC(C)(C)c1cnnn1-c1ccc(NC(=O)c2ccc3c(c2)OCO3)cc1	-9	4
80	CN1CCN(c2ccc(-c3nc(-c4cccc(F)c4)no3)cn2)CC1	-1	7
81	CC1(C)CC(=O)C2=C(C1)N(c1ccccc1)C(=O)CC2c1ccc(O)cc1 (centres undefined)	0	5
82	COc1ccc(-c2[nH]ncc2C=O)cc1OC	-4	1
83	Cc1ccc(NC(=O)Cc2ccc(Br)cc2)cc1	-14	-6
84	CCn1nc(C)c(CCNC(=O)C2CCN(c3nccc(C)n3)CC2)c1C	-5	-4
85	CC(=O)N1CCCc2ccc(NC(=O)c3ccc(Br)cc3)cc21	-10	7
86	CCCc1ccccc1NCc1cccc2ccccc12	0	.
87	COc1ccccc1N1CCN(CC(=O)NCc2ccccc2Cl)C1=O	-6	-5
88	CCN(CC)CCNC(=O)C1CCN(c2ncccc2-c2nc(-c3ccccc3)no2)CC1	-7	-10
89	CN1CCN(C(CNC(=O)C(=O)NCc2ccco2)c2ccc(N(C)C)cc2)CC1 (centres undefined)	-6	1
90	CC(=O)c1ccc(NC(=O)CSc2ncc(-c3ccc(C)c(C)c3)o2)cc1	-2	2

(next part)
entry	SMILES	Pf apPOL inh	mHTT CaM bind
91	COc1cccc(CC(=O)N2CCC3(CC2)NC(=O)N(Cc2ccc(C)cc2)C3=O)c1	-2	14
92	O=C1CCC[C@@H]2Cc3nc4cc5c(cc4cc3[C@@H]3CCN1[C@H]23)OCO5	-3	10
93	COc1ccc(C(=O)NNc2c([N+](=O)[O-])cc(C(F)(F)F)cc2[N+](=O)[O-])cc1	-2	.
94	CC1CCCN(CCCNC(=O)C2CCN(c3ccc(N4CCCCC4)nn3)CC2)C1 (centres undefined)	-7	3
95	CCC(=O)N(C)CC(=O)N1N=C(c2ccc(C)c(C)c2)CC1c1ccccc1 (centres undefined)	1	56*
96	O=C(NCc1ccc2c(c1)OCO2)c1ccnc(N2CCNC(c3ccccc3)C2)c1 (centres undefined)	1	17
97	O=c1ccc(=O)n(-c2ccc3nnc(C(F)(F)F)n3n2)[nH]1	.	0
98	COc1cc(NC(=O)Nc2cccc3cccnc23)cc(OC)c1OC	-6	30
99	O=S1(=O)c2ccc(Br)cc2-n2nncc2CN1Cc1ccc(C(F)(F)F)cc1	3	31
100	CS(=O)(=O)N1CC(C(=O)N2CCN(c3ccccn3)CC2)C2(CCCCC2)C1 (centres undefined)	4	6
101	CSc1ccc(/C=C2\SC(c3ccc(C)cc3)=NC2=O)cc1	-6	4
102	O=[N+]([O-])c1ccc(C=Nc2ccc3c(c2)OCCO3)s1	-6	.
103	N#CC1=C(N)OC2=C(CNC/C2=C/c2cccs2)C1c1cccs1 (centres undefined)	.	18
104	Cc1ccc(-c2nnc(C(=O)c3ccccc3)o2)cc1	2	0
105	Cc1ccc(-c2cc(C(=O)N3CCCC(C(=O)NCc4ccccc4)C3)no2)cc1 (centres undefined)	-5	10
106	Cc1ccnc(N2CCCC(C(=O)NCC3CCN(Cc4ccc(Cl)cc4)CC3)C2)n1 (centres undefined)	-7	-3
107	Cc1cc2c(cc1[N+](=O)[O-])OCCO2	-1	.
108	CCc1ccc(N2C=C(C#N)S(=O)(=O)c3ccc(F)cc32)cc1	1	0
109	Cc1ccccc1C1CCC2(CC1)CCN(CC[C@@H](O)c1ccccc1)C2=O (some centres undefined)	-9	53*
110	COc1ccc(N2C(=O)CC(C3CCCC=C3N3CCCCC3)C2=O)cc1 (centres undefined)	4	-3
111	NC(=O)c1conc1-c1ccc(Cl)cc1Cl	1	1
112	Cn1c(=O)c(N2CCN(C(=O)C3CCCO3)CC2)nc2ccccc21 (centres undefined)	-5	-12
113	COc1ccc2cc(C(=O)Nc3ccc(Cl)cc3)c(=Nc3ccc(C(=O)O)cc3)oc2c1	-4	15
114	O=C1CC(C(=O)Nc2cccc(Cl)c2)SC(=Nc2ccc(Cl)cc2)N1 (centres undefined)	1	7
115	CCN(CC)C(=O)CC(c1cc(OC)c(OC)c(OC)c1)c1c(OC)cc(OC)c2c(-c3ccccc3)cc(=O)oc12 (centres undefined)	9	69*
116	COc1ccc(CSC(N)=NN)cc1	5	.
117	Cc1ccc(CSCC(=O)Nc2ccccc2C(N)=O)cc1	-5	5
118	O=C(O)c1nnn(Cc2ccccc2)c1-c1cccnc1	1	-6
119	COc1ccc(-c2ccnc(-c3cccs3)n2)cc1	1	.
120	COc1ccc(N(CC(=O)Nc2ccc(C)c(Cl)c2)S(C)(=O)=O)cc1	1	0
121	COCc1c(C(=O)O)nnn1-c1ccc(C)cc1F	1	-13
122	CC1CCN(C(=O)C2CCCN(c3ncnc4c3nc3n4CCCCC3)C2)CC1 (centres undefined)	0	6
